High-throughput results deposited in PubChem BioAssay by NCI.
yeast cln2 rad14 – NCI yeast anticancer drug screen, S. cerevisiae cln2 rad14 strain; hit rate 8.3% among 78,000; % growth inhibition at 50 µM;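 note: 0% = growth of vehicle-only cultures of the same strain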
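Each compound was tested on cln2 rad14 yeast. Inhibition of growth was calculated against vehicle-exposed controls.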
yeast sgs1 mgt1 – NCI yeast anticancer drug screen, S. cerevisiae sgs1 mgt1 strain; % growth inhibition at 50 µM; hit rate 10% among 78,000;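 note: 0% = growth of vehicle-only cultures of the same strain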
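Yeast cells carrying a defined DNA-repair defect were exposed to test compounds. Growth inhibition was measured relative to vehicle-treated controls.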
rad50 – NCI yeast anticancer drug screen, S. cerevisiae rad50 strain. growth inhibition, % at 50 µM. AID 155, 2004. hit rate 10% among 79,000;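 note: 0% = growth of vehicle-only cultures of the same strain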
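Relative growth inhibition (compound vs vehicle) was measured in yeast with a defined repair-gene alteration.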
mlh1 rad18 – NCI yeast anticancer drug screen, S. cerevisiae mlh1 rad18 strain; hit rate 11% among 79,000; growth inhibition, % at 50 µM;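 note: 0% = growth of vehicle-only cultures of the same strain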
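Steps: expose repair-defective yeast to compound; measure growth; express inhibition against vehicle-treated controls.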
mec2-1 – NCI yeast anticancer drug screen, S. cerevisiae mec2-1 strain; % growth inhibition at 50 µM; hit rate 9% among 79,000; AID 157, 2004;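 note: 0% = growth of vehicle-only cultures of the same strain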
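Using mec2-1 yeast: add compound, measure growth, express inhibition versus vehicle-treated cultures.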
bub3 – NCI yeast anticancer drug screen, S. cerevisiae bub3 mutant strain | growth inhibition, % at 50 µM | hit rate 9.9% among 78,000 | AID 167, 2004;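 note: 0% = growth of vehicle-only cultures of the same strain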
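Screening used yeast with an engineered genetic alteration affecting cell cycle control. Compound-exposed cultures were compared with vehicle cultures, and reduced growth was taken as inhibition.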
Starred values were filed as active, the others as inactive; nt = no result given; & = joins results of further samples. Cut-off read from the data, not from the text of the source: active = growth inhibition above about 70%; inactive = the rest.

SMILES	yeast cln2 rad14	yeast sgs1 mgt1	rad50	mlh1 rad18	mec2-1	bub3
O=C(CN1CCCCC1)CC(O)(C(F)(F)F)C(F)(F)F	16	6	6	77*	8	8
CCOc1ccc(NC(=O)CC2SC(N)=NC2=O)cc1 (centres undefined)	8	-2	-15	-1	-36	-3
NNS(=O)(=O)c1ccc(Oc2ccc(S(=O)(=O)NN)cc2)cc1	-5	25	11	31	10	15
C/C=C/c1cc(C=O)cc(OC)c1O	-11	-5	0	6	-8	-4
C/C(=N\NC(=S)Nc1ccc(Cl)cc1)c1nc2ncccc2[nH]1	88*	85*	90*	85*	90*	90*
COc1cc(C=O)ccc1OC(=O)Nc1cc(Cl)ccc1C	6	11	7	9	7	13
Cc1ccc(CCNC(=O)c2c3nc4c(C(=O)NCCc5ccc(C)cc5)ccc(Br)c4oc-3c(Br)c(=O)c2N)cc1	-21	12	10	20	4	-1
Cc1cccc(NC(=O)CSc2nnc(Cc3ccccc3)o2)c1	-39	-15	-28	-28	-16	-37
COC(=O)/C(C#N)=C1\NC(=O)c2ccccc21	31	12	30	26	16	12
O=C(NCc1ccccc1)C1C2C=CC(C2)C1C(=O)NCc1ccccc1 (centres undefined)	-6	30	-7	6	-11	18
N#Cc1ccc(-n2cccc2)cc1	-27	7	-2	-4	-2	-6
O=C(O)c1c(CC(Cc2ccc3c(c2)CCCC3)C(=O)O)ccc2c1CCCC2 (centres undefined)	12	10	46	57	24	41
O=C(N=Nc1c(O)[nH]c2ccccc12)C(O)(c1ccccc1)c1ccccc1	36	81*	-6	29	-9	26
COc1ccc(-c2cc(=O)c3c(ccc4ccccc43)o2)cc1	nt	nt	22	7	3	nt
C=C1C(=O)OC2CCC(O)C12 (centres undefined)	-31	1	7	12	5	-1
O=C1C(c2ccccc2)=[N+]([O-])c2cc([N+](=O)[O-])c(/C(Cl)=C/c3ccccc3)cc21	39	72*	55	96*	95*	98*
O=C(O)c1cccc(Cl)c1-c1c(Cl)cccc1C(=O)O	12	18	5	-8	-1	17
CC(=O)Oc1cccc(O)c1	-22	-15	-2	3	-4	-4
O=c1c2cccnc2[nH]c2ccc3[nH]ncc3c12	26	-13	-17	16	-26	-31
CCOC(=O)C(=[N+]=[N-])C(O)C1OC(c2ccccc2)OCC1O (centres undefined)	22	19	13	25	18	9
c1ccc(-c2cc(CN3CCOCC3)c(-c3ccccc3)o2)cc1	56	58	53	54	52	56
COC(=O)C1=COC(C)C2CN3CCc4c([nH]c5cc(OC)c(OC)cc45)C3CC12 (centres undefined)	11&15&6	-5&13&6	-5&5&14	-63&-54&26	-10&-6&-5	-20&18&26
O=C(C[n+]1cccc(Br)c1)c1ccc(F)cc1	21	10	16	10	20	3
O=C(O)c1ccccc1NCn1c(=S)sc2ccccc21	6	61	63	54	46	44
CC1(C=O)C(=O)CCC2(C)C3CC(=O)OC3CCC12 (centres undefined)	-20	-11	-35	-27	-10	-18

Given field by field: entries from further up.
Cc1ccc(CCNC(=O)c2c3nc4c(C(=O)NCCc5ccc(C)cc5)ccc(Br)c4oc-3c(Br)c(=O)c2N)cc1
  yeast cln2 rad14: -21
  yeast sgs1 mgt1: 12
  rad50: 10
  mlh1 rad18: 20
  mec2-1: 4
  bub3: -1

COc1cc(C=O)ccc1OC(=O)Nc1cc(Cl)ccc1C
  yeast cln2 rad14: 6
  yeast sgs1 mgt1: 11
  rad50: 7
  mlh1 rad18: 9
  mec2-1: 7
  bub3: 13

O=C1C(c2ccccc2)=[N+]([O-])c2cc([N+](=O)[O-])c(/C(Cl)=C/c3ccccc3)cc21
  yeast cln2 rad14: 39
  yeast sgs1 mgt1: 72*
  rad50: 55
  mlh1 rad18: 96*
  mec2-1: 95*
  bub3: 98*

O=C(O)c1ccccc1NCn1c(=S)sc2ccccc21
  yeast cln2 rad14: 6
  yeast sgs1 mgt1: 61
  rad50: 63
  mlh1 rad18: 54
  mec2-1: 46
  bub3: 44

Going on with the list.
SMILES	yeast cln2 rad14	yeast sgs1 mgt1	rad50	mlh1 rad18	mec2-1	bub3
O=[N+]([O-])c1ccc(OCCCCCBr)c(Cl)c1	-27	70*	-2	55	47	66
CCOC(=O)c1c(C)c(C(=O)OCC)n(C)c1C(=O)O	-35	11	-1	4	4	-2
CCCCCCCCCCCCCCC(=O)OCC	11	15	7	21	10	10
O=C1C2=Cc3ccccc3OC2(O)Oc2cc(O)ccc21 (centres undefined)	-4	0	10	-37	11	-2
c1ccc(C2=NC3Nc4ccccc4NC3N=C2c2ccccc2)cc1 (centres undefined)	-38	7	12	16	11	-21
CC(=O)Nc1nc2ncc(C=O)nc2c(=O)[nH]1	-31	-44	11	-10	-22	-23
C=CCOC(C)n1c(C)c(Br)c(=O)[nH]c1=O (centres undefined)	5	-18	-14	-21	-41	-9
CCNC(=O)OCc1cc(Cl)cc(Cl)c1OC(=O)NCC	97*	100*	99*	99*	99*	98*
CC1C(=O)CCC2CCCCC21 (centres undefined)	8	8	18	17	-17	12
Brc1ccc(-c2[nH]c3ccccc3c2N=Nc2ccccc2)cc1	-7	6	1	-57	-10	-11
CC1(C)C[C@H]2C=C(C=O)[C@]34C[C@]3(C(=O)OC4O)[C@H]2C1 (some centres undefined)	92*	93*	92*	91*	94*	92*
O=C(CCC(=O)Oc1ccccc1)Oc1ccccc1	3	-32	-16	14	-1	28
CCCCCC(C)(O)CC(C)(C)C (centres undefined)	-8	1	-3	35	6	2
CCOC(=O)C1Cc2ccccc2OC1=O (centres undefined)	13	20	-9	4	-15	10
C1SCSCS1	-8	0	17	-10	-1	0
CCN(CC)CCNc1ccc(CO)c2sc3ccc(O)cc3c(=O)c12	0	15	-21	-44	-33	11
Cc1nc(N)nc(C)c1N=Nc1ccccc1[N+](=O)[O-]	-23	8	4	10	14	7
CC1CCN(C(=O)Nc2c(Cl)cccc2Cl)CC1	8	3	-1	-5	-23	10
O=C1c2cccc(O)c2C(=O)c2c(OC3OC(CO)C(OC4OC(CO)C(O)C(O)C4O)C(O)C3O)cccc21 (centres undefined)	-6	32	94*	31	36	4
CCCCCCCc1c(C)c2ccc(OC)cc2[nH]c1=O	-5	-6	-10	-5	-29	-7
Cc1nc(N)[nH]c(=O)c1N	12	8	14	9	3	-8
O=C(OCCn1ncnn1)c1ccc([N+](=O)[O-])cc1	-49	-11	0	-8	-16	4
CC(=O)Nc1ccc(CCCc2ccc(NC(C)=O)cc2)cc1	-49	-3	-2	1	4	34
Cc1ccc2nccc(C)c2c1	-15	-20	-28	-8	-45	-28
Clc1ccnnc1Cl	13	-43	-18	-16	-31	-38

Continued; the last four above are carried over.
SMILES	yeast cln2 rad14	yeast sgs1 mgt1	rad50	mlh1 rad18	mec2-1	bub3
O=C(OCCn1ncnn1)c1ccc([N+](=O)[O-])cc1	-49	-11	0	-8	-16	4
CC(=O)Nc1ccc(CCCc2ccc(NC(C)=O)cc2)cc1	-49	-3	-2	1	4	34
Cc1ccc2nccc(C)c2c1	-15	-20	-28	-8	-45	-28
Clc1ccnnc1Cl	13	-43	-18	-16	-31	-38
COc1ccc2nc3cc(Cl)ccc3c(NCCC[N+](C)(C)CCCCCCCCCCCCCCCC[N+](C)(C)CCCNc3c4ccc(Cl)cc4nc4ccc(OC)cc34)c2c1	77*	40	49	98*	44	47
O=c1cc(-c2ccccc2)[nH]c2ccc(S(=O)(=O)O)cc12	1	-3	2	-33	8	-6
O=C1c2ccccc2C(=O)c2c3c(cc(NCCNCCO)c21)N(CCO)CCN3	10	34	29	29	18	35
O=S(=O)(O)c1cccc(S(=O)(=O)O)c1	29	15	-9	0	4	27
CC(=O)Nc1ccc(/C=C/c2csnn2)cc1	9	12	-8	-3	8	-4
CCN(CC)CCOc1ccc(/C(C#N)=C/c2ccc3ccccc3c2)cc1	99*	99*	100*	99*	100*	99*
CCCCN(Cc1ccccc1)CC(O)c1cc2c(c3ccccc13)CCCC2 (centres undefined)	92*	93*	96*	93*	80*	76*
NC(=O)N/N=C/c1ccccc1O	6	15	29	7	11	-1
OC1CNC(=S)NC1	-22	-13	-9	13	-10	-5
c1cn(C23C4C5C6C4C2C6C53)cn1 (centres undefined)	18	2	3	16	-11	-6
Cc1cc(Cl)ccc1N1C(=O)[N+](C)(C)N=C1[O-]	-24	-3	17	-8	-5	6
COc1cc(C)c2c(c1C)OC(=O)c1c(C)c(Cl)c(O)c(C=O)c1O2	15	28	37	26	31	27
CC(=O)Nc1ccc2c3c(cccc13)CC2	-16	2	-17	20	-27	-6
CC(=O)Nc1cccc2c1C(=O)OC2=O	-21&-6	-17&5	2&9	-5&-8	0&-4	-1&-2
Nc1c(-c2ccccc2)nnn1-c1ccc2ccccc2c1	0	17	7	8	27	40
C#Cc1cccc(NC(=O)c2ccc(Cl)cc2Cl)c1	24	27	10	16	-10	25
Clc1ccc(CNc2nc(Cl)c3[nH]cnc3n2)cc1Cl	-4	-16	4	-30	-5	-7
Cc1ccc(S(=O)(=O)Nn2nnc(-c3ccccc3)n2)cc1	1	12	-2	25	15	-1
CCOC(=O)C(C)(C)Oc1ccc(N=[N+]=[N-])cc1	4	42	13	20	9	6
CC1=C2CN(C(=O)OCC(C)C)CCC2C2=C(C(=O)c3ccccc3C2=O)C1C (centres undefined)	15	40	1	45	-4	-12
COc1ccc(-c2cc(=O)c3ccc(O)cc3o2)cc1	nt	nt	8	38	-13	nt
OCC(O)C1OCOC(C(O)CO)C1O (centres undefined)	4	9	15	-1	4	-1
C/C(=N\NC(=S)Nc1ccc([N+](=O)[O-])cc1)c1nc2ncccc2[nH]1	67	62	72*	60	61	75*
O=C(O)C1c2ccccc2Oc2ccccc21	1	-11	6	13	-3	3
C=CP(CCP(CCP(C=C)N(CC)CC)c1ccccc1)N(CC)CC (centres undefined)	-2	-35	-20	-57	9	3
The list continues:
SMILES	yeast cln2 rad14	yeast sgs1 mgt1	rad50	mlh1 rad18	mec2-1	bub3
C=C1C2C[C@@H]3OC4CC5O[C@]6(CC5OC4C(C)C3OC(=O)CC3CC[C@@H]4OC5C7OC8C[C@](CCC9CC(=C)[C@H](CCC(C[C@H]1C)O2)O9)(OC7C4O3)O[C@@H]85)C[C@@H]1O[C@@]2(CC(C)[C@@H]3OC(CC(=O)CCO)C(O)C[C@@H]3O2)CC(C)[C@@H]1O6 (some centres undefined)	84*	89*	84*	87*	89*	88*
CCCC1OC(c2ccco2)OCC1CC (centres undefined)	-28	19	31	27	-2	0
CCC(C)OC(=O)c1ccc(C(C)C)cc1 (centres undefined)	-17	16	15	9	14	15
Nc1cccc(Br)n1	-52	0	16	5	-5	7
COc1cc(-c2[o+]c3cc(O)cc(OC4OC(CO)C(O)C(O)C4O)c3cc2OC2OC(CO)C(O)C(O)C2O)cc(OC)c1O (centres undefined)	2	-4	-7	-56	-15	7
O=P12N(CCN1c1ccccc1)CCN2c1ccccc1	20	-14	-26	-26	-34	10
O=C1CCCCC1CC1(O)C(=O)NC2CCC(Br)CC21 (centres undefined)	9	22	-12	6	-3	19
CC(C)(N)COS(=O)(=O)O	-7	-8	-15	-14	-14	9
COc1cc(OC)c2cc(C(=O)c3cccc4ccccc34)c(=O)oc2c1	17	10	1	13	-23	19
COC(=O)[C@]1(C)CCC[C@]2(C)c3ccc(C(C)=O)cc3C(=O)C[C@@H]12	-32	10	-2	-15	-11	-8
Cc1cc(C)c2[nH]c(=O)cc(C)c2c1	15	5	28	20	-2	15
Cc1ccc(C2=NO[C@@H]3C(=O)N(c4ccc(Cc5ccc(N6C(=O)[C@H]7C(c8ccc(C)cc8)=NO[C@H]7C6=O)cc5)cc4)C(=O)[C@H]23)cc1	32	29	0	20	30	31
N#CC1=C2CCCC(C#N)=C2CCC1	-40	-5	1	-14	-1	-21
Cc1ccc(C(=O)OCCN2CCOCC2)c([N+](=O)[O-])c1OCc1ccccc1	7	85*	73*	78*	63	69
Brc1cc(Br)c(Br)cc1Br	14	9	6	12	6	-4
Cc1nn(CCO)c(=O)c(C#N)c1C	12	62	66	50	49	34
O=[N+]([O-])c1ccc(S(=O)(=O)N(CCCBr)c2ccccc2)cc1	25	73*	48	74*	43	44
Nc1nc2c(nc(Br)n2C2OC(CO)C(O)C2O)c(=O)[nH]1 (centres undefined)	-8	1	-2	-10	-2	2
Cc1ccc(N=Nc2ccc(C)cc2NC(=O)c2cccc3ccccc23)cc1	-91	-12	-13	-3	-8	-2
CCC(=O)Nc1ncnc2ncn(C(=O)CC)c12	-24	-33	-9	10	-48	-45
Cc1ccc(C2(O)c3ccccc3C(=O)N2c2ccccc2C)cc1 (centres undefined)	29	-4	-1	4	-16	-3
O=C1OC(c2ccc(Cl)c(Cl)c2)C(=O)C1=O (centres undefined)	-22	-8	8	-23	-23	-28
Oc1c(Br)cc(Nc2c3ccccc3nc3ccccc23)cc1Br	2	5	61	19	-2	-8
N#CCC(=O)N1CCCOCCC1	4	6	14	-4	-9	-14
CCOC(=O)c1sc(SC)nc1NC(=O)c1ccc(OC)cc1	17	-32	25	19	22	2
CC1=C(O)c2cn(C)cc2C(=O)C1=O	27	18	26	28	25	32
CN(C)c1ccc(N=Nc2ccc(C(=O)O)cc2)cc1	-5	-13	-12	12	-16	-5
